CCR6 antag: blocks CCL20-driven beta-arrestin recruitment at human CCR6; inhibition, % at 20 µM; CHO-K1 CCR6 PathHunter beta-arrestin, luminescence, CCL20-stimulated; 340,000 tested, 0.49% active; P51684;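 active = compounds whose inhibition of the agonist-driven luminescence signal at 20 µM reaches about 50%, limit read from the data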;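 note: cells stimulated with CCL20 at 14 nM final; plate controls were DMSO with CCL20 for no effect and DMSO without agonist for full effect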
Gli-Sufu antag: antagonists of Gli-Sufu signaling; Sufu-KO-LIGHT fibroblasts, Gli luciferase reporter luminescence; inhibition, % at 5 µM; 340,000 tested, 0.74% active;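 active = inhibition above about 55%, limit read from the data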;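 note: 0% = DMSO-treated cells and 100% = wells with medium but no cells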
EBI2 block: EBI2 (human) antagonism; P32249; EBI2 beta-arrestin recruitment, luminescence, 7a,25-OHC stimulated; inhibition, % at 5 µM; 360,000 tested, 0.81% active; in the data active = inhibition above about 38%;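 note: enzyme fragment complementation signal reports receptor beta-arrestin coupling in cells; 0% = agonist plus DMSO wells and 100% = wells without agonist; some results beyond the cut were filed as inactive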
APOBEC3A inh: inhibitors of human APOBEC3A DNA deaminase. P31941. recombinant A3A, FAM/TAMRA ssDNA deamination fluorescence. inhibition, % at 20 µM. 330,000 tested, 0.41% active;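 active = at least 40% inhibition at 20 µM here, with at most 30% in a related deaminase screen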;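 note: plate controls were A3A with DMSO for no effect and wells lacking A3A enzyme for full effect; some results filed as inactive read as strong as hits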
GRIN3A LBD mod: modulates the human NR3A ligand-binding domain; Tm shift relative to glycine control, % at 25 µM; 340,000 tested, 2.5% active; NR3A LBD differential scanning fluorimetry, Tm shift; 0% = protein alone, 100% = glycine-bound protein;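 active = melting temperature shift of at least 10% of the positive control shift, at one fixed dose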
APOBEC3G inh: APOBEC3G (human) deaminase inhibition; recombinant A3G, ssDNA deamination FAM/TAMRA fluorescence; inhibition, % at 20 µM; 330,000 tested, 0.28% active;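 active = inhibition of at least 40% at 20 µM, with no more than 30% in the related APOBEC3A deaminase screen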;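 note: plate controls were DMSO wells with A3G for no effect and wells lacking A3G enzyme for full effect; some compounds called inactive have numbers as strong as hits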
Target sequence (Q9HC16 whole entry, looked up): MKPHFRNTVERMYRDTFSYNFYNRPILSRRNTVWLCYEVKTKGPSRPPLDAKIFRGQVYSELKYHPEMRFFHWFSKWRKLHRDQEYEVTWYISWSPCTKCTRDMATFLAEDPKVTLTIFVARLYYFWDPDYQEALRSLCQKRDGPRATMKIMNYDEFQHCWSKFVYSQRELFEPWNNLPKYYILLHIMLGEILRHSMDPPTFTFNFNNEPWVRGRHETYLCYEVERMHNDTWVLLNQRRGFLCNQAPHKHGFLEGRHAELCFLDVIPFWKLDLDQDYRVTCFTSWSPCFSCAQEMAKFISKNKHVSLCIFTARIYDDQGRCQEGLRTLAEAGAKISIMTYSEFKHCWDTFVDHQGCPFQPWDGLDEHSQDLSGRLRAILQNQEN
MPTP block: permeability transition pore inhibition; isolated mouse mitochondria, Ca2+ swelling absorbance, 30 min; inhibition, % at 10 µM; 360,000 tested, 1.4% active; AID 602449;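 active = inhibition of 50% or more, scaled per plate between neutral and stimulator controls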;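 note: 0% = DMSO wells given calcium and 100% = 1 mM EGTA wells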
CXCR6 inh: inhibitors of human CXCR6 receptor; O00574; CHO-K1 PathHunter CXCR6 beta-arrestin, luminescence; inhibition, % at 20 µM; 360,000 tested, 0.36% active; in the data active = inhibition above about 34%, passing the limit was not always enough;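 note: antagonist mode with CXCL16 agonist at 10 nM final; 0% = 10 nM CXCL16 with DMSO and 100% = unstimulated wells without agonist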
Target sequence (O00574 whole entry, looked up): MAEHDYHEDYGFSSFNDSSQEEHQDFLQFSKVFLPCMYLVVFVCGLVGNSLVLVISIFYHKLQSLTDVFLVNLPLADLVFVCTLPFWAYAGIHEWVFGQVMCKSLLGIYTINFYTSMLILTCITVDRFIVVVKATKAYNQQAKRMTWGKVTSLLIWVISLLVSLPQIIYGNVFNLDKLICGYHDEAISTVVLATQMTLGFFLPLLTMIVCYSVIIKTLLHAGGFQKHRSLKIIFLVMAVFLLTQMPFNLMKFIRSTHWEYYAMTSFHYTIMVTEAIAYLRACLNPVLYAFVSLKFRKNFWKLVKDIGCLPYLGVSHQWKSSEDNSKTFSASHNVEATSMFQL
* marks the source's active call; other numbers are inactive results; nt = not tested or not shown. Rows were taken by chance; 5.8% or so of the library scored in one or more.

entry	Compound	CCR6 antag	Gli-Sufu antag	EBI2 block	APOBEC3A inh	GRIN3A LBD mod	APOBEC3G inh	MPTP block	CXCR6 inh
1	S=C(NCCc1ccccc1)Nc1ccc(N2CCCCC2)cc1	25	-7	3	-5	-6	-7	0.4	4
2	Cc1ccc(NC(=O)CCN2C(=O)c3ccccc3S2(=O)=O)cc1C	15	-4	9	-1	5	-7	-3.3	5
3	O=C(CCc1ccc(S(=O)(=O)NCc2ccccc2)cc1)NCC1CCCO1 (centres undefined)	1	-1	1	1	1	-3	0.4	-4
4	O=C(O)c1ccc(CSc2nnc(-c3ccncc3)n2CC2CCCO2)cc1 (centres undefined)	-14	0	-8	-1	-2	-2	-0.7	3
5	Cc1cc(=O)[nH]c(SCC(=O)Nc2nc(-c3ccccc3)cs2)n1	3	25	-4	-1	-4	-1	1.6	-1
6	COc1ccc(CNC(=O)CN2CCN(S(=O)(=O)c3ccccc3)CC2)cc1	10	-12	-6	3	5	-5	1.2	4
7	CCc1nnc(NC(=O)CSc2n[nH]c(-c3ccccc3O)n2)s1	7	-3	4	4	-3	0	1.5	-1
8	CC[C@@]12C(=O)N(c3cccc(Br)c3)C(=O)N1[C@H](c1cccc(C)c1)[C@@H]1C(=O)N(Cc3ccccc3)C(=O)[C@@H]12	-8	-3	6	4	-10	1	0.9	0
9	O=C(Cn1nnc(-c2ccccc2-n2cnnn2)n1)N1CCCCC1	-3	11	-3	-3	-2	-1	-2.2	-6
10	COc1ccccc1-c1nc(C(F)(F)F)c(OC)o1	13	-3	0	4	0	2	-0.2	-3
11	O=C1/C(=C/c2cccnc2)SC(=S)N1Cc1ccco1	0	-8	2	nt	-2	nt	0.2	3
12	CCOC(=O)c1sc(NC(NC(=O)c2ccco2)(C(=O)OC)C(F)(F)F)nc1C (centres undefined)	6	3	-11	1	-1	-2	-0.6	-1
13	COc1ccc(NC(=O)CCS(=O)(=O)c2ccc(Br)s2)cc1	4	-9	9	19	2	8	-1.0	2
14	CC(Oc1ccccc1)C(=O)N1CCN(c2ccc(N3CCCCCC3)nn2)CC1 (centres undefined)	4	17	1	-4	1	-5	-1.2	-4
15	COCCn1c(-c2ccccc2)nc(=S)c2c1CC(C)(C)OC2	9	5	-2	-2	0	-3	-1.4	7
16	COc1cc(NC(=O)c2cccc(C)c2)ccc1NC(=O)c1cc2ccccc2o1	-10	-44	12	-2	33*	-7	1.0	2
17	CC(C)(C)NCCOCCOc1ccc(Cl)cc1C(C)(C)C	10	41	-9	2	2	-3	0.0	-4
18	C=CCN1C(=O)C(CC(=O)O)SC1=Nc1ccc(C)cc1 (centres undefined)	11	-8	-8	0	0	-9	2.0	-2
19	COc1cccc(Cn2cc(C)cc(NC(=O)NCc3ccccc3)c2=O)c1	20	-19	10	1	4	-2	-1.4	3
20	CCCC[C@@H]1C=C(C(=O)O)[C@H](c2ccc(C#N)cc2)N1S(=O)(=O)c1ccc(C)cc1	11	4	-2	7	1	2	-0.2	8
21	COc1ccccc1N1CCN(C2CCCN(C(=O)CCc3c(C)noc3C)C2)CC1 (centres undefined)	14	4	4	-7	-1	-1	-0.6	-1
22	CC(=O)Nc1cc2c(cc1NC(=O)Cn1nc(-c3ccccc3F)ccc1=O)OCCO2	-14	0	-6	2	0	1	-1.3	-1
23	CC(=O)/C(C#N)=C1\NC(=O)C(Cc2ccc(F)cc2)S1 (centres undefined)	3	9	-1	-7	5	2	3.7	1
24	O=C(NN1C(=O)c2ccccc2C1=O)c1ccccc1[N+](=O)[O-]	2	0	-6	-5	0	-6	-4.9	-5
25	CCCCn1c(N)c(N(CCC(C)C)C(=O)COC(=O)c2sccc2C)c(=O)[nH]c1=O	15	0	-2	-2	0	-9	-1.3	0
26	CC(C(=O)O)c1ccc(N2Cc3ccccc3C2=O)cc1 (centres undefined)	3	-90	-7	-1	1	-8	2.2	-6
27	O=S(=O)(NC1CCCCC1NCc1ccco1)c1ccccc1 (centres undefined)	11	0	1	-5	0	3	-0.4	2
28	O=C(COC(=O)c1ccccc1Br)NCCC1=CCCCC1	10	-11	3	-2	-1	-8	3.3	-2
29	CCOc1ccc(-c2nc(N)ncc2-c2ccc(Cl)cc2)c(O)c1	-11	4	59*	-6	6	1	0.7	-2
30	CCOC(=O)N1CCN(C(=O)CN2C(=O)NC(c3ccccc3)(c3ccccc3)C2=O)CC1	5	22	7	13	-1	-3	-0.7	15
31	CC/C=C\C/C=C\C/C=C\CCCCCCCC(=O)O	-4	0	-1	4	0	1	-2.2	-8
32	Cc1ccnc(NS(=O)(=O)c2ccc(NS(=O)(=O)c3ccc(Br)cc3)cc2)n1	5	3	-6	-3	-2	-5	-1.1	-10
33	CCCOC(=O)c1cc(NC(=O)/C=C/c2ccccc2)ccc1O	nt	nt	43	0	nt	-3	2.7	11
34	O=C(NCc1ccccn1)C(=O)NCC(c1ccco1)N1CCOCC1 (centres undefined)	3	4	4	-2	0	-3	1.3	-2
35	CC(C)[C@H](NS(=O)(=O)c1ccccc1)C(=O)OCc1cc([N+](=O)[O-])cc2c1OCOC2	18	1	3	nt	0	nt	-2.8	2
36	CN(CC(=O)Nc1ccccc1Cl)C(=O)c1cc(-c2cccs2)nn1-c1ccccc1	4	15	-3	-1	-4	-8	-1.3	1
37	Cc1cccc(N2CC(C(=O)Nc3nnc(SCCC4OCCO4)s3)CC2=O)c1 (centres undefined)	11	-1	5	0	1	5	-1.0	-3
38	CC(C)n1ncc2c(C(=O)N3CCN(c4ccccc4)CC3)cc(-c3ccccc3)nc21	12	2	8	0	0	-7	-0.7	0
39	CC(=NC1CCCCC1)C1=C(O)c2ccccc2C1=O	10	-83	-10	-6	0	-6	1.0	0
40	O=C(Cn1cc([N+](=O)[O-])cn1)NCCc1nc2ccccc2[nH]1	4	2	-5	0	-1	-2	-3.6	0
41	COc1ccccc1CNC(=O)C1CCN(C(=O)[C@@H]2Cc3ccccc3CN2)CC1	8	2	0	-2	4	-7	-0.8	-4
42	CC(C)CC(c1nnnn1C(C)C)N1CCN(c2ccccc2)CC1 (centres undefined)	-10	3	-4	-1	0	-3	-2.5	-2
43	COC(=O)Cc1ccc(NC(=S)N2CCN(c3ccc(OC)cc3)CC2)cc1	1	9	3	-3	0	-4	3.4	2
44	COc1ccc(CCNC(=O)C2CCN(S(=O)(=O)N3CCOCC3)CC2)cc1OC	0	-3	-4	-2	-1	-9	-0.1	0
45	Cc1ccc(CN2CCC(n3nccc3NC(=O)C3CCOC3)CC2)cc1 (centres undefined)	4	24	-7	-2	0	-11	1.9	1
46	CCOC(=O)N1CCC(N(CCN(C)C)C(=S)Nc2cc(C)cc(C)c2)CC1	9	35	-10	-1	2	-3	0.6	1
47	O=C(NCCCN1CCc2ccccc2C1)Nc1ccc(Cl)cc1	-11	2	3	-5	4	-4	19	-9
48	COC(=O)c1ccc(CSc2nc3ccccc3c(=O)n2Cc2ccco2)o1	-15	20	-16	-2	-1	-2	7.9	8
49	CC(NS(=O)(=O)c1ccc(Cl)cc1)C(=O)Nc1ccc2c(c1)OCCO2 (centres undefined)	1	-28	-7	-4	-2	5	-0.3	-11
50	CCCCCCCCCCOC(=O)C[N+](C)(C)C/C=C(/C)Cl	2	63*	-8	-2	-1	-6	1.5	-3
51	Cc1cc(OCc2cn(CC(=O)c3ccc(O)cc3)nn2)ccc1[N+](=O)[O-]	1	-8	-7	nt	-12	nt	-0.2	2
52	NNC(=O)c1cc(O)c(O)c(O)c1	2	0	-4	-4	0	1	0.2	-3
53	C#CCNC(=O)C1=C[C@@H](c2ccccc2)[C@H](CCCO)[C@@H](OCC)O1	-2	2	-5	0	-1	-4	-0.3	-1
54	CCC(C)[C@H](NC(=O)N1CC(=O)Nc2ccccc21)C(=O)N[C@H](Cc1ccccc1)C(=O)O (some centres undefined)	-8	-4	3	-1	0	-6	-1.5	-1
55	O=C(c1cc(-c2ccc(Br)cc2)n[nH]1)N1CCN(C(=O)c2ccccc2Br)CC1	6	7	84*	3	-6	-3	-0.1	-1
56	COc1ccc(S(=O)(=O)N2CCOCC2)cc1NC(=O)COc1ccc(C)cc1	6	-2	-9	-2	18*	-7	1.1	-2
57	CCOC(=O)Cn1c(-c2ccc(Cl)nc2)nc2ccccc21	19	4	-9	2	0	-2	-0.6	4
58	CC(C)(C)N(Cc1cc2ccccc2[nH]c1=O)C(=O)C1CCCCC1	13	-4	7	2	-1	1	-1.2	2
59	O=C(N/N=C/c1ccncc1)/C(=C/c1ccccc1)NC(=O)c1ccccc1	5	-37	-9	0	-1	-6	-1.5	10
60	Cc1ccccc1NC(=O)c1nc[nH]c1C(=O)NCc1ccccc1	17	5	-6	0	-13	2	-0.8	21

Next records
entry	Compound	CCR6 antag	Gli-Sufu antag	EBI2 block	APOBEC3A inh	GRIN3A LBD mod	APOBEC3G inh	MPTP block	CXCR6 inh
61	CCCn1c(SCC(=O)Nc2cccc(S(=O)(=O)N(C)C)c2)nc2ccccc2c1=O	19	11	2	0	-34	-4	2.8	8
62	CCOc1ccc(N=C(NN)c2ccc3ccccc3n2)cc1	20	64*	14	3	4	1	0.5	-6
63	CC(C)CCNC(=O)CNC(=S)N(CCCN1CCOCC1)Cc1cccs1	8	1	-6	-6	-4	-10	0.0	-3
64	CC(=O)N1N=C(c2ccccc2)CC1c1cn(Cc2ccccc2)c2ccccc12 (centres undefined)	18	7	49*	0	2	-2	0.8	8
65	COc1ccc(CNC(=O)C(=O)NCCC2CCCCN2S(=O)(=O)c2ccc(C)cc2)cc1 (centres undefined)	24	17	13	0	-1	-4	0.2	5
